Growth percent in the NCI-60 one-dose screen (48 h, 10 µM unless noted): 100 = growth as untreated, 0 = no growth, -100 = all killed.
HT29: HT29 colon cancer; 81,000 compounds, 7.4% hits
SF-295: SF-295 CNS cancer cells. 79,000 compounds, 5.6% hits
SF-539: SF-539 CNS cancer; AID 1794752; 81,000 compounds, 6.8% hits
KM12: KM12 colon cancer cells; 82,000 compounds, 5% hits
SW-620: SW-620 colon cancer | 82,000 compounds, 5.2% hits | AID 1794795
HCC-2998: HCC-2998 colon cancer; 79,000 compounds, 4.7% hits; AID 1794799
SF-268: SF-268 CNS cancer cells; 82,000 compounds, 3.1% hits
SNB-75: SNB-75 CNS cancer; AID 1794750; 79,000 compounds, 5% hits
SNB-19: SNB-19 CNS cancer cells. 81,000 compounds, 2.5% hits. AID 1794751
* hit, by the source's call; & = joins results of further samples. Rule for the calls: active = growth percent below 10; inactive = the rest.

Screening Nc1[nH]c(=S)nc2nc[nH]c12 returned HT29 104.2&108.4, SF-295 103.4&114.9, SF-539 93.9&107.1, KM12 102.8&102.7, SW-620 96.1&107.9, HCC-2998 112.2&108.1, SF-268 107.3&101.7, SNB-75 119.9&98.0 and SNB-19 97.0&100.2.
`Cc1ccc(C(c2ccc(C)c(C)c2)C(O)C2OC(=O)C(O)C2O)cc1C` (configuration not stated) gave HT29 132.0, SF-295 124.0, SF-539 104.5, KM12 102.7, SW-620 105.7, HCC-2998 105.4, SF-268 108.6, SNB-75 94.1 and SNB-19 105.2.
ClC(Cl)(Cl)c1ccc(C(Cl)(Cl)Cl)cc1 was read as HT29 39.1, SF-295 98.1, SF-539 97.1, KM12 101.4, SW-620 104.7, HCC-2998 97.4, SF-268 99.0, SNB-75 91.4 and SNB-19 105.8.
Screening O=C(/C=C(O)/C=C/c1ccc(C(F)(F)F)cc1)/C=C/c1ccc(C(F)(F)F)cc1 returned HT29 88.7, SF-295 105.4, SF-539 104.9, KM12 101.5, SW-620 97.9, HCC-2998 102.3, SF-268 101.2, SNB-75 94.7 and SNB-19 106.3.
For O=C(NCCNc1nccc(-c2c(-c3ccc(F)cc3)nc3sccn23)n1)c1cc(N2CCOCC2)cc(C(F)(F)F)c1 the results were HT29 39.9, SF-295 59.6, SF-539 93.4, KM12 67.9, SW-620 85.0, HCC-2998 77.6, SF-268 62.7, SNB-75 64.2 and SNB-19 85.3.
O=C1NC(=O)C(=Cc2ccc(OCC(=O)N3CCCC3)cc2)C(=O)N1 was read as HT29 110.9, SF-295 106.1, SF-539 99.5, KM12 112.5, SW-620 99.1, HCC-2998 131.2, SF-268 103.1, SNB-75 89.3 and SNB-19 101.6.
Screening N/C(=N\C(N)=N\c1nc2ccccc2s1)c1ccnc(Cl)c1 returned HT29 13.7, SF-295 17.6, SF-539 7.1*, KM12 32.0, SW-620 16.8, HCC-2998 62.7, SF-268 61.5 and SNB-19 39.4.
`O=c1ccn2nnc3ccc(Cl)c1c32` gave HT29 86.7, SF-295 95.2, SF-539 100.3, KM12 100.5, SW-620 99.4, HCC-2998 98.6, SF-268 93.3, SNB-75 84.1 and SNB-19 100.8.
For O=C(Cc1cccc(-c2ccco2)c1)N1C(=O)OC[C@@H]1Cc1ccccc1 the results were HT29 91.6, SF-295 101.4, SF-539 99.0, KM12 97.0, SW-620 104.8, HCC-2998 113.0, SF-268 96.1, SNB-75 92.3 and SNB-19 103.5.
For CCOC(=O)c1cc(=O)[nH]c2ccccc12 the results were HT29 98.0, SF-295 85.6, SF-539 96.5, KM12 101.5, SW-620 90.2, HCC-2998 96.9, SF-268 95.2, SNB-75 59.6 and SNB-19 108.5.
Screening CC(C)NCCCNc1ccnc2cc(Cl)ccc12 returned HT29 92.2, SF-295 97.5, SF-539 101.0, KM12 100.9, SW-620 97.1, HCC-2998 92.3, SF-268 95.2, SNB-75 97.9 and SNB-19 108.6.
For CCOC(=O)CC1CSC(N/N=C(\C)c2ccc3ccccc3c2)=N1 (configuration not stated) the results were HT29 93.1, SF-295 91.0, SF-539 102.2, KM12 97.9, SW-620 89.8, HCC-2998 93.9, SF-268 97.6, SNB-75 86.5 and SNB-19 88.9.
Screening Cn1c(Cl)cc2c1-c1oncc1CC2 returned SF-295 109.9, KM12 107.6, SW-620 103.2, HCC-2998 105.0, SF-268 109.1, SNB-75 98.4 and SNB-19 90.5.
`CCN(CCO)C(c1ccc(Cl)cc1)C(O)c1ccc(Cl)cc1` (configuration not stated) gave HT29 80.2, SF-295 91.9, SF-539 94.0, SW-620 105.4, HCC-2998 106.1, SF-268 87.5, SNB-75 68.3 and SNB-19 98.4.
CSc1nc(C(=O)O)cc(=O)[nH]1 was read as HT29 115.3, SF-295 126.1, SF-539 109.0, KM12 108.4, SW-620 104.3, HCC-2998 105.6, SF-268 106.9, SNB-75 101.3 and SNB-19 116.5.
`Cc1cccc(C)c1Nc1nnc(-c2ccc(N(C)C)cc2)s1` gave HT29 115.2, SF-295 96.1, SF-539 101.2, KM12 106.9, SW-620 109.2, HCC-2998 111.5, SF-268 107.0, SNB-75 93.5 and SNB-19 101.2.
Screening Cc1ccc(-c2csc(NC(=O)c3cc(-c4ccc(Cl)cc4)nc4ccccc34)n2)cc1 returned HT29 83.0, SF-295 97.2, SF-539 105.1, KM12 94.9, SW-620 103.3, HCC-2998 107.7, SF-268 89.9, SNB-75 81.1 and SNB-19 104.2.
For Cn1cc([C@@H]2Nc3ccc4[nH]ncc4c3[C@H]3[C@H]4CCC(C4)[C@H]32)c(C(F)(F)F)n1 the results were HT29 16.0, SF-295 37.7, SF-539 41.1, KM12 36.5, SW-620 23.5, HCC-2998 82.8, SF-268 53.0, SNB-75 13.1 and SNB-19 50.7.
For CC1=CC(C)(C)Nc2ccccc2N1 the results were HT29 103.8, SF-295 103.4, SF-539 95.4, KM12 124.7, SW-620 114.0, HCC-2998 117.0, SF-268 108.6, SNB-75 84.9 and SNB-19 112.4.
`CCOC(CN(C(C)C)C(C)C)OCC` gave HT29 89.1, SF-539 105.2, KM12 101.3, SW-620 92.9, HCC-2998 101.1, SF-268 108.0, SNB-75 87.5 and SNB-19 104.4.
Screening c1ccc2c(c1)CCCN2c1nc(N2CCCC2)nc(N2CCOCC2)n1 returned HT29 90.3, SF-295 106.6, SF-539 105.1, KM12 101.2, SW-620 107.1, HCC-2998 109.9, SF-268 113.2, SNB-75 87.8 and SNB-19 104.9.
COc1cc(C2C=C(c3ccc(N)cc3)N=C3SC=CN32)cc(OC)c1OC (configuration not stated) was read as HT29 86.4, SF-539 95.6, KM12 97.2, SW-620 93.7, SF-268 96.0 and SNB-19 83.8.
Screening Cc1cccc2c(Nc3ccc(NS(C)(=O)=O)cc3)c3ccc([N+](=O)[O-])cc3nc12 returned HT29 -10.3*, SF-295 -15.2*, SF-539 16.8, KM12 -46.6*, SW-620 -43.5*, HCC-2998 -30.6*, SF-268 12.5, SNB-75 19.7 and SNB-19 25.7.
Screening CN1C(=O)/C(=C\c2nc([P+](c3ccccc3)(c3ccccc3)c3ccccc3)c(N3CCOCC3)o2)SC1=S returned HT29 98.3, SF-295 103.0, SF-539 63.0, KM12 43.2, SW-620 96.2, HCC-2998 78.0, SF-268 97.3, SNB-75 92.1 and SNB-19 12.5.
O=c1[nH]c2ccc(Cl)cc2[nH]c1=O was read as HT29 84.6, SF-295 104.1, SF-539 101.1, KM12 100.2, SW-620 103.6, HCC-2998 87.2, SF-268 98.0, SNB-75 93.5 and SNB-19 102.4.
Screening C=CCC(C(=O)NCCN(CC)CC)(c1ccccc1)c1ccccc1 returned HT29 98.0, SF-295 102.8, SF-539 107.4, KM12 103.5, SW-620 97.0, HCC-2998 110.9, SF-268 111.3, SNB-75 86.1 and SNB-19 99.0.
Screening CCN(CC)CCNC(=O)c1cccc(N2C(=O)/C(=C/c3cccc(F)c3)SC2=S)c1 returned HT29 113.7, SF-295 101.9, SF-539 102.5, KM12 100.2, SW-620 98.9, HCC-2998 108.9, SF-268 96.8, SNB-75 73.1 and SNB-19 94.6.
For Nn1c(Cc2ccccc2)nnc1Cc1ccccc1 the results were HT29 103.3, SF-295 91.5, SF-539 108.3, KM12 99.7, SW-620 109.9, HCC-2998 97.1, SF-268 121.0, SNB-75 86.5 and SNB-19 104.4.
Screening COc1ccc(-c2nc3n[nH]c(Nc4cccc(Cl)c4)c3c(=O)[nH]2)cc1OC returned HT29 86.0, SF-295 105.0, SF-539 96.2, KM12 88.1, SW-620 78.0, HCC-2998 97.9, SF-268 92.0 and SNB-75 71.3.
`CCOC(=O)/C=C/c1ccc(Br)cc1` gave HT29 106.2, SF-295 100.1, SF-539 102.8, KM12 106.1, SW-620 101.0, SF-268 107.0, SNB-75 97.4 and SNB-19 101.6.
`CC(=O)OCOC1C(COC(C)=O)OCOC(COC(C)=O)C1OCOC(C)=O` (configuration not stated) gave HT29 115.6, SF-295 97.7, SF-539 101.5, KM12 102.1, SW-620 101.1, HCC-2998 104.7, SF-268 103.2, SNB-75 92.0 and SNB-19 102.6.
Screening COc1ccc(C(=O)C2OC3=C(C(=O)CC(C)(C)C3)C2c2cccc(Oc3ccccc3)c2)cc1 (configuration not stated) returned HT29 91.1, SF-295 97.1, SF-539 94.5, KM12 94.6, SW-620 93.6, HCC-2998 113.0, SF-268 92.5, SNB-75 86.9 and SNB-19 92.8.
`COc1cccc2c1C(=O)OC1(OC(=O)c3ccccc31)O2` (configuration not stated) gave HT29 101.6, SF-295 104.1, SF-539 99.2, KM12 96.5, SW-620 98.6, HCC-2998 97.5, SF-268 96.7, SNB-75 89.6 and SNB-19 108.2.
For COc1cc(C)ccc1OCC(=O)O the results were HT29 88.4, SF-295 94.0, SF-539 102.9, KM12 102.4, SW-620 101.5, HCC-2998 107.8, SF-268 94.8, SNB-75 85.6 and SNB-19 99.6.
`O=c1oc2ccccc2c2ccccc12` gave HT29 91.5, SF-295 92.8, SF-539 97.2, KM12 102.9, SW-620 98.0, HCC-2998 103.2, SF-268 107.7, SNB-75 105.7 and SNB-19 94.2.
CN(C)CCC(O)(c1ccccc1)c1ccccc1Cl (configuration not stated) was read as HT29 98.8, SF-295 102.4, SF-539 104.5, KM12 104.0, SW-620 100.2, HCC-2998 103.5, SF-268 92.6, SNB-75 81.7 and SNB-19 99.1.
`Cc1ccccc1Cc1ccccc1` gave HT29 99.3, SF-295 101.3, SF-539 99.4, KM12 104.0, SW-620 96.4, HCC-2998 115.1, SF-268 102.4, SNB-75 86.7 and SNB-19 109.8.
Screening O=c1[nH]c2cc([N+](=O)[O-])cc(Cl)c2c2ccccc12 returned HT29 96.9, SF-295 88.8, SF-539 96.1, KM12 109.7, SW-620 96.8, HCC-2998 108.4, SF-268 103.1, SNB-75 90.5 and SNB-19 81.8.
`COc1cccc(-c2nnc3c4c(ncn23)N(C)c2ccccc2C(C)C4)c1` (configuration not stated) gave HT29 95.8, SF-295 115.2, SF-539 118.8, KM12 98.9, SW-620 98.0, HCC-2998 113.1, SF-268 107.9, SNB-75 103.4 and SNB-19 106.3.
`CC1=C(C)C(=O)C(NCCN2CCOCC2)=C(Br)C1=O` gave HT29 93.7, SF-295 103.1, SF-539 32.1, KM12 94.2, SW-620 32.7, HCC-2998 101.2, SF-268 63.7, SNB-75 105.9 and SNB-19 91.3.

7 entries out of the list, arranged by heavy-atom count, smallest number first:
`CCOC(=O)/C=C/c1ccc(Br)cc1` gave HT29 106.2, SF-295 100.1, SF-539 102.8, KM12 106.1, SW-620 101.0, SF-268 107.0, SNB-75 97.4 and SNB-19 101.6.
`CC1=C(C)C(=O)C(NCCN2CCOCC2)=C(Br)C1=O` gave HT29 93.7, SF-295 103.1, SF-539 32.1, KM12 94.2, SW-620 32.7, HCC-2998 101.2, SF-268 63.7, SNB-75 105.9 and SNB-19 91.3.
Screening C=CCC(C(=O)NCCN(CC)CC)(c1ccccc1)c1ccccc1 returned HT29 98.0, SF-295 102.8, SF-539 107.4, KM12 103.5, SW-620 97.0, HCC-2998 110.9, SF-268 111.3, SNB-75 86.1 and SNB-19 99.0.
COc1cc(C2C=C(c3ccc(N)cc3)N=C3SC=CN32)cc(OC)c1OC (configuration not stated) was read as HT29 86.4, SF-539 95.6, KM12 97.2, SW-620 93.7, SF-268 96.0 and SNB-19 83.8.
`CC(=O)OCOC1C(COC(C)=O)OCOC(COC(C)=O)C1OCOC(C)=O` (configuration not stated) gave HT29 115.6, SF-295 97.7, SF-539 101.5, KM12 102.1, SW-620 101.1, HCC-2998 104.7, SF-268 103.2, SNB-75 92.0 and SNB-19 102.6.
Screening CCN(CC)CCNC(=O)c1cccc(N2C(=O)/C(=C/c3cccc(F)c3)SC2=S)c1 returned HT29 113.7, SF-295 101.9, SF-539 102.5, KM12 100.2, SW-620 98.9, HCC-2998 108.9, SF-268 96.8, SNB-75 73.1 and SNB-19 94.6.
Screening COc1ccc(C(=O)C2OC3=C(C(=O)CC(C)(C)C3)C2c2cccc(Oc3ccccc3)c2)cc1 (configuration not stated) returned HT29 91.1, SF-295 97.1, SF-539 94.5, KM12 94.6, SW-620 93.6, HCC-2998 113.0, SF-268 92.5, SNB-75 86.9 and SNB-19 92.8.

(more compounds)
C[C@@H](NC(=O)Nc1ccc2cc3ccc(NC(=O)N[C@H](C)c4ccccc4)cc3nc2c1)c1ccccc1 was read as HT29 106.9, SF-295 97.4, SF-539 79.0, KM12 95.4, SW-620 98.1, HCC-2998 95.8, SF-268 83.3, SNB-75 70.8 and SNB-19 93.8.
COc1ccc(OC)c(/C=C2\Cc3c(Cl)cccc3C2=O)c1 was read as HT29 98.2, SF-295 104.8, SF-539 93.8, KM12 92.4, SW-620 103.4, HCC-2998 99.1, SF-268 102.4, SNB-75 100.6 and SNB-19 103.5.
CC1=C(C(=O)n2nc3ccccc3n2)C(c2cccc([N+](=O)[O-])c2)C(C(=O)n2nc3ccccc3n2)=C(C)N1 was read as HT29 104.9, SF-295 105.0, SF-539 103.6, KM12 102.5, SW-620 104.7, HCC-2998 102.5, SF-268 98.2, SNB-75 89.0 and SNB-19 107.6.
`C[C@@H]1CN(C(=O)CCOS(C)(=O)=O)[C@@H](C)CN1C(=O)CCOS(C)(=O)=O` gave HT29 117.9, SF-295 118.5, SF-539 99.8, KM12 99.9, SW-620 97.5, HCC-2998 132.5, SF-268 108.1 and SNB-75 86.2.
`O=C1OC(CN2CCOCC2)CN1/N=C/c1ccc([N+](=O)[O-])o1` (configuration not stated) gave HT29 98.0&101.2, SF-295 99.4&102.2, SF-539 97.0&95.2, KM12 97.3&96.9, SW-620 102.1&95.6, HCC-2998 107.6&113.4, SF-268 100.0&98.5, SNB-75 96.7&88.1 and SNB-19 101.1&99.3.
Screening O=C(/C=C/C=C/c1ccc2c(c1)OCO2)N1CCCCC1 returned HT29 87.6&99.5, SF-295 107.5&85.4, SF-539 100.7&109.0, KM12 95.0&98.2, SW-620 101.1&105.7, HCC-2998 130.0&102.3, SF-268 99.2&113.8, SNB-75 99.4&111.6 and SNB-19 99.6&97.2.
